# HEK293 tox = cytotoxicity counter-screen for GLP-1 receptor inverse agonists; AID 624418; HEK293 cAMP-luciferase reporter cells, luminescence, 24 h; actives 0.13% (n = 410,000); Potency, µM (series often up to 38.3 µM), without a hit: at the top dose activity change, negative = inhibition, usual class: inhibitors;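 also: loss of luciferase light is scored as toxicity; potency is read from the fitted curve at half-maximal effect; % is scaled to controls: 0 for no effect and ±100 for the full control effect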
#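 Quantitative HTS format, 1536 wells, 200 cells/uL seeded. Compounds: 23 nL, 24 h, 37 °C. Detection: luciferase reagent, luminescence at 12 min RT; decreased signal taken as cytotoxic.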
# GLP1R inv ag = inverse agonists of human GLP-1 receptor. actives 1.6% (n = 410,000). HEK293 GLP-1R CRE-luciferase, luminescence, 24 h; GLP-1R form is constitutively active. Potency, µM (top dose mostly 38.3 µM), inactives show at the top dose activity change, negative = inhibition, hits mostly inhibitors. AID 624417. P43220; also: potency is read from the fitted curve at half-maximal effect; % is scaled to controls: 0 for no effect and ±100 for the full control effect; nearly all actives have a fitted effect of over 55% in size
#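 HEK293 cells stably co-expressing a cAMP-responsive luciferase reporter and constitutively active GLP-1R were seeded, incubated 12 h, then exposed to compounds for 24 h at 37 C. Luminescence was read 12 min after detection reagent; inverse agonists lower signal.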
# TDP43 rescue = inhibitors of TDP-43 toxicity in yeast; TDP-43 expressing yeast growth rescue, BacTiter-Glo, 24 h; Potency, µM (series often up to 46.1 µM), without a hit: at the top dose growth rescue (activation), hits mostly activators; actives 1.8% (n = 410,000); AID 652104; also: potency is read from the fitted curve at half-maximal effect; % of control where 0% means no effect; nearly all actives have a fitted effect of over 50% in size
#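 Yeast cells expressing TDP-43 under galactose induction are exposed to compounds for 24 hr at 30 deg C. BacTiter-Glo luminescence measures growth, so protective compounds score as activators.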
# KB-V1 MDR tox = KB-V1 MDR subline cytotoxicity; KB-V1 MDR cells viability, CellTiter-Glo, 72 h; Potency, µM (highest dose often 46.1 µM), for inactives: top-dose activity change, negative = cytotoxicity, usual class: cytotoxic; actives 3.4% (n = 400,000); also: potency is read from the fitted curve at half-maximal effect; % is scaled to controls: 0 for no effect and ±100 for the full control effect; nearly all actives have a fitted effect of over 60% in size
#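 Potencies derive from concentration-effect curves fitted to normalized luminescence (CellTiter-Glo) of KB-V1 cells treated for 72 h at 37 degrees C in phenol-red-free DMEM containing 10% FBS.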
# D3 ag = agonists of human D3 dopamine receptor. D3R DiscoveRx beta-arrestin cells, luminescence, 90 min. max activation, %. actives 0.58% (n = 410,000). AID 652048; in the data active = max activation above about 30%; also: 0% is about no effect; mostly tested at two doses, the higher about 12 µM
# Target sequence (P35462 whole entry, looked up): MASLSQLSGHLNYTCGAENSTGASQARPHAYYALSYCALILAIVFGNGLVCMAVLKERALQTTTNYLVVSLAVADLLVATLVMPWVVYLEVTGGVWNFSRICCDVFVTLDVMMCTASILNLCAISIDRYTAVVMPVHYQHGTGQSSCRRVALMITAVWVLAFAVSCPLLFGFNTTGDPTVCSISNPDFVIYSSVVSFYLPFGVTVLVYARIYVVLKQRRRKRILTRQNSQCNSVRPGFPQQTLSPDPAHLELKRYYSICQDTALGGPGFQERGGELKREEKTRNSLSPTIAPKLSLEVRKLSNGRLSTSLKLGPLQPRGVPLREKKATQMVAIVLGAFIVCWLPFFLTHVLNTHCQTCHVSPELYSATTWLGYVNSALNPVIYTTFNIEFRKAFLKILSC
#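 Agonist-mode cell screen: cells plated at 1500/well and incubated overnight at 37 °C, then exposed to library compounds for 90 min at 37 °C. Detection reagent was added for 30–60 min at room temperature, and luminescence was read.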
# aSyn rescue = rescues yeast growth from alpha-synuclein toxicity; Yeast expressing alpha-synuclein, growth rescue, BacTiter-Glo, 24 h; Potency, µM (highest dose often 46.1 µM), without a hit: at the highest dose growth rescue (activation), hits mostly activators; actives 0.14% (n = 370,000); AID 652106; also: potency is read from the fitted curve at half-maximal effect; % of control where 0% means no effect; nearly all actives have a fitted effect of over 65% in size
#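 Readout is rescue of growth in alpha-synuclein-expressing yeast, so inhibitors of toxicity appear as activators. Growth after 24 hr at 30 deg C in galactose medium is quantified by luminescence.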
# D3 antag = antagonists of human D3 dopamine receptor. P35462. D3R cells, DiscoveRx beta-arrestin luminescence, antagonist mode; hits give low values. max response, negative = inhibition, %. actives 2.5% (n = 360,000); in the data active = max response below about -50%; inconclusive = no clear call, values can overlap the other calls; also: % is scaled to controls: 0 for no effect and ±100 for the full control effect; mostly tested at two doses, the higher about 12 µM
#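 Cells expressing the human receptor were seeded at 1500 cells/well, incubated overnight at 37 degrees C in 5% CO2, then exposed to library compounds with dopamine controls for 90 minutes at 37 degrees C before luminescent detection.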
# PTHR1 ag = activates the human parathyroid hormone receptor PTHR1. Q03431. HEK293 GP2 PTHR1 cells, GloSensor cAMP luminescence, 1 h. Potency, µM (doses to about 115 µM), for the others: at the highest dose activation, hits mostly activators. actives 0.075% (n = 410,000); also: potency is read from the fitted curve at half-maximal effect; nearly all actives have a fitted effect of over 55% in size; some results filed as inactive show a strong effect at the top dose; inactives centre near -15; many of its hits are not listed in these tables
# Target sequence (Q03431 whole entry, looked up): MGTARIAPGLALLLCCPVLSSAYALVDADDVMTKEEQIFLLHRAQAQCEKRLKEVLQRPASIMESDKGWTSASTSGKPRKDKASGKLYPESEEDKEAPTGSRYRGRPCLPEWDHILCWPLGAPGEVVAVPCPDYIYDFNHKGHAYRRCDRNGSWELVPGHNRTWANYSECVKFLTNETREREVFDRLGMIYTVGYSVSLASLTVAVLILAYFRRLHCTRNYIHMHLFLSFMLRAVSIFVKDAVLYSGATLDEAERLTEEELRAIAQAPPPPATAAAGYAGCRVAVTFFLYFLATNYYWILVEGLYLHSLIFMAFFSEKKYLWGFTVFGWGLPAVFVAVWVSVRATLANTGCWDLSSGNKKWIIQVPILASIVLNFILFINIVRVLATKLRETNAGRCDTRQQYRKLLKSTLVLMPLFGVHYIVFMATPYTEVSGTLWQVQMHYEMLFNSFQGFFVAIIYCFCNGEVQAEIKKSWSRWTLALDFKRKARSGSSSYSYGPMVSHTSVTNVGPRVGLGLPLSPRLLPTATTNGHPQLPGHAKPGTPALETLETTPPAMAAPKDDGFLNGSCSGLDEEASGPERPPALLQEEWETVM
#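 HEK-293-derived GP2 cells expressing PTHR1 and a GloSensor cAMP reporter, 3,000/well, plated overnight, given luciferin plus IBMX (each 0.5 mM as added) for 1 h at 37 °C, then compound for 1 h at 37 °C. Luminescence was read after 15 min at room temperature.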
# GLP1R ag = activates the human GLP-1 receptor. P43220. HEK293 GLP-1R CRE-luciferase, luminescence, 4-6 h; cells express a hypersensitive GLP-1R form. Potency, µM (highest dose often 45.6 µM), for inactives: at the highest dose activation, actives largely listed as activators. actives 0.007% (n = 380,000); also: potency is read from the fitted curve at half-maximal effect; % of control where 0% means no effect
# Starred values were filed as active, the others as inactive; i = inactive; ? = inconclusive; . = not tested or not shown; [ ] = dose if it differs, or a comment. Unless noted, calls follow the shape of the dose curve; as a rule, active = well fitted curve in the direction sought with a large enough effect; inconclusive = small, poorly fitted or top-dose-only effect, or another doubt; inactive = no such curve, though single readings can be large; an effect the other way counts as inactive or inconclusive.
SMILES,HEK293 tox,GLP1R inv ag,TDP43 rescue,KB-V1 MDR tox,D3 ag,aSyn rescue,D3 antag,PTHR1 ag,GLP1R ag
COc1cc(O)c2c(=O)c3c(O)c(O)ccc3oc2c1OC,-25%,7%,-9%,?,15,15%,13,-67%[inhibitor],10%
Cc1nonc1C(=O)N/N=C/c1ccc(O)cc1O,-1%,-32%,-14%,?,1,1%,9,-29%,0%
COc1ccc2nc(-n3c(C)ccc3C)sc2c1,7%,-1%,-1%,5%,-2,-24%,8,-4%[57.5 µM],6%
Cc1nnnn1CC(=O)Nc1ccccc1[N+](=O)[O-],-6%,1%,24%,0%,1,3%,4,-25%,9%
COCCCNC(=O)/C=C/c1ccc(Cl)cc1Cl,-12%,-3%,14µM*,-3%,-2,0%,-24,-2%,-4%
CN1/C(=C\C(=O)c2cccc(S(=O)(=O)N3CCCCC3)c2)C(C)(C)c2ccccc21,86%[activator],?,11%,-4%,0,0%,9,i,-1%
O=C(Cc1ccccc1F)NNC(=O)c1cccs1,3%,9%,-14%,-1%,1,0%,13,-7%,0%
Cc1ccc(C(=O)NCc2cccnc2)cc1S(=O)(=O)N1CCCCCC1,-22%,10%,0%,.,1,2%,12,-8%,2%
CCOC(=O)c1sc(Nc2ccc(OCC)cc2)nc1C,2%,12%,29%,3%,-2,-8%,5,-15%,6%
COc1ccc(S(=O)(=O)N2CCN(CC(=O)Nc3cc(C(F)(F)F)ccc3Cl)CC2)cc1,-5%,2%,12%,?,5,-1%,8,-16%,-1%
Cc1cccc(N2CCN(C(=O)c3cn(C4CCCCC4)c(=O)c4c3c3ccccc3n4C)CC2)c1C,-5%,?,12%,-9%,3,.,.,-12%,.
S=c1[nH]nc(COc2ccccc2)n1/N=C/c1ccccc1Cl,?,8%,0%,-10%,9,1%,1,-10%,5%
Nc1nc(N)c2cc(S(=O)(=O)c3ccc4ccccc4c3)ccc2n1,2%,46%[activator],-5%,-4%,0,-1%,27,i,11%
O=C(Nc1ccc2c(c1)S(=O)(=O)N=C1CCCCCN12)c1ccccc1Cl,-21%,-13%,5%,2%,-1,5%,-4,-9%,-1%
CCOC(=O)Cn1c(=O)c2c(nc(N3CCCCC3)n2C)n(C)c1=O,-1%,-27%,-7%,-10%,-10,-1%,-7,3%[57.5 µM],22%
CNS(=O)(=O)c1cccc(C(=O)OCC(=O)c2ccc3c(c2)OCCO3)c1,0%,?,-21%,0%,-7,0%,-9,-13%,5%
COc1ccc(-c2nc3ccc(C)cn3c2Cc2cccc(F)c2)cc1OC,-11%,-21%,13%,22%,-2,0%,11,-21%,18%
Cc1csc(NC(=O)CCC(=O)N(CC(=O)NC2CCCC2)c2ccccc2)n1,1%,-4%,-12%,?,-6,-3%,-10,-69%[inhibitor],9%
Cn1c(SCC(=O)Nc2ccc(C(N)=O)cc2)nnc1-c1cccs1,0%,1%,-2%,?,4,4%,12,-38%[inhibitor],-1%
Cn1cc(S(=O)(=O)N2CCCCC2)cc1C(=O)Nc1ccc(OC(F)(F)F)cc1,12%,-11%,-9%,9%,-12,.,.,-58%[inhibitor],0%

# Of the compounds above, 2 have a CF3 group:
SMILES,HEK293 tox,GLP1R inv ag,TDP43 rescue,KB-V1 MDR tox,D3 ag,aSyn rescue,D3 antag,PTHR1 ag,GLP1R ag
COc1ccc(S(=O)(=O)N2CCN(CC(=O)Nc3cc(C(F)(F)F)ccc3Cl)CC2)cc1,-5%,2%,12%,?,5,-1%,8,-16%,-1%
Cn1cc(S(=O)(=O)N2CCCCC2)cc1C(=O)Nc1ccc(OC(F)(F)F)cc1,12%,-11%,-9%,9%,-12,.,.,-58%[inhibitor],0%

# (list continues)
SMILES,HEK293 tox,GLP1R inv ag,TDP43 rescue,KB-V1 MDR tox,D3 ag,aSyn rescue,D3 antag,PTHR1 ag,GLP1R ag
N#Cc1ccsc1NC(=O)c1cnccn1,-5%,4%,17%,3%,-3,-2%,-52*,-6%,2%
CCCN(C)C1CN(Cc2cn(Cc3ccc(C)cc3)nn2)S(=O)(=O)C1 (stereo not drawn),14%,5%,15%,1%,-1,5%,2,-1%,3%
CSc1nnc(C)c(/C=C/Nc2ccc(Cl)cc2)n1,42%[activator],13%,10%,?,4,3%,0,-5%,15%
O=C(Nc1cccc2ccccc12)NC1CCCCC1,9%,1%,13%,9%,-2,4%,3,i,-13%
CCC1CCCCN1CCCNC(=O)c1ccc2c(c1)N(Cc1cccc(C)c1)C(=O)c1ccccc1S2(=O)=O (stereo not drawn),-4%,?,13%,-61%,-12,.,.,-5%,-12%
CCCCCNC(=O)CCn1c(=O)[nH]c2ccccc2c1=O,0%,?,-5%[9.22 µM],-11%,-21,.,.,-2%,.
O=C(c1ccco1)N1CCN(Cc2cc(=O)c(OCc3cccc(F)c3)co2)CC1,4%,33%,-5%,-17%,11,-1%,3,-38%[inhibitor],4%
COc1ccc(/C(C)=N\NC(=O)c2ccc(-c3ccccc3)cc2)c(F)c1,-14%,1%,6%,3%,4,-5%,-26,-2%,-2%
CC1SCC(=O)N(CC(=O)Nc2ccc3c(c2)OCCO3)C1=O (stereo not drawn),0%[0.307 µM],9%[0.307 µM],10%,-2%,6,1%,3,i,1%
CCC1S/C(=N/N=C/c2ccco2)N(Cc2ccccc2C)C1=O (stereo not drawn),-5%,?,21%,0%,0,0%,10,-9%,14%
CCOc1ccc(NC(=O)CSc2n[nH]c(=O)n2-c2ccccc2)cc1,9%,0%,-7%,6%,11,4%,5,i,0%
COc1ccc(-c2nnc(SCc3nnc(-c4ccc(Cl)cc4)o3)n2-c2ccccc2)cc1,-25%,?,18%,3.7µM*,-1,9%,-7,i,0%
COc1cccc(NC(=O)Nc2ccc(CC(=O)O)cc2)c1,-5%,2%,-20%,-20%,-3,-2%,-6,-10%,-4%
Cc1cc(C(=O)Nc2nnc(-c3ccccc3)s2)no1,17%,5%,-29%,0%,-3,-6%,23,i,5%
Cc1cc(OC(=O)c2ccccc2Cl)c([N+](=O)[O-])c(=O)[nH]1,-2%,0%,-4%,-6%,-9,-5%,0,2%,-2%
COc1ccc(C(=O)CN2C(=O)NC3(CCCc4ccccc43)C2=O)cc1OC (stereo not drawn),-8%,36%[activator],7%,0%,-8,-3%,8,i,10%
COc1ccc(N(CCC#N)C(=O)/C(C#N)=C\c2cccs2)cc1,0%,3%,-9%,-2%,-3,2%,11,i,8%
Cc1cccc(C)c1NC(=O)c1csc2c1CCCC2,9%,?,18%,.,-14,.,.,i,.
CCCc1nnc(NC(=S)Nc2ccccc2)s1,?,?,2%,-19%,-4,9%,-12,-11%,-2%
COc1cccc(-c2csc(N3CCN(CC(=O)NNC(=O)c4ccco4)CC3)n2)c1,-5%,4%,1%,-3%,-2,3%,24,-20%,15%
COC(=O)c1sccc1NC(=O)c1ccccc1F,4%,56%[activator],-3%,-4%,27,2%,-16,i,33%
COc1ccc(Cl)cc1NC(=O)CCN1C(=O)c2ccccc2Sc2ncccc21,0%,0%,20%,.,-4,.,.,i,.
COCC1=C(C(=O)OC)C(c2cccs2)n2ncnc2N1 (stereo not drawn),9%,19%,-13%,1%,3,-1%,1,i,0%
CCOC(=O)C1CCN(C(=O)/C=C/c2ccccc2)CC1,12%,-3%,-13%,-13%,-3,-1%,2,-27%,9%
CC(C)COc1ccc(C(=O)OC2CC(C)(C)OCC2CN(C)C)cc1 (stereo not drawn),-23%,?,-20%,?,-16,-2%,?,-17%,-4%
Cc1ccc(SCCC(=O)OCC(=O)Nc2ncc(Cl)cc2Cl)cc1,-4%,-19%,20%,19%,1,7%,31,-35%[inhibitor][57.5 µM],5%
COc1ccc(Cl)cc1NC(=O)CN(C)C(=O)c1cccc(S(=O)(=O)N2CCN(C)CC2)c1,-2%,1%,30%,21µM*,3,0%,14,-6%,6%
CCOc1cc(CNCc2cccnc2)ccc1OCC(=O)NC(C)(C)C,4%,1%,-10%,-9%,-3,-4%,14,i,-2%
Nc1nc2c(F)c(F)c(F)cc2s1,1%,40%[activator],?,-6%,0,-33%[inhibitor],11,i,3%
Cc1ccc(CN(C(=O)c2ccc(Cl)c([N+](=O)[O-])c2)C2CCS(=O)(=O)C2)o1 (stereo not drawn),-25%,2%,-1%,23%,5,8%,-11,-29%,-5%

# Entries from the list above containing a thiophene ring, fused or not (7):
SMILES,HEK293 tox,GLP1R inv ag,TDP43 rescue,KB-V1 MDR tox,D3 ag,aSyn rescue,D3 antag,PTHR1 ag,GLP1R ag
O=C(Cc1ccccc1F)NNC(=O)c1cccs1,3%,9%,-14%,-1%,1,0%,13,-7%,0%
Cn1c(SCC(=O)Nc2ccc(C(N)=O)cc2)nnc1-c1cccs1,0%,1%,-2%,?,4,4%,12,-38%[inhibitor],-1%
N#Cc1ccsc1NC(=O)c1cnccn1,-5%,4%,17%,3%,-3,-2%,-52*,-6%,2%
COc1ccc(N(CCC#N)C(=O)/C(C#N)=C\c2cccs2)cc1,0%,3%,-9%,-2%,-3,2%,11,i,8%
Cc1cccc(C)c1NC(=O)c1csc2c1CCCC2,9%,?,18%,.,-14,.,.,i,.
COC(=O)c1sccc1NC(=O)c1ccccc1F,4%,56%[activator],-3%,-4%,27,2%,-16,i,33%
COCC1=C(C(=O)OC)C(c2cccs2)n2ncnc2N1 (stereo not drawn),9%,19%,-13%,1%,3,-1%,1,i,0%

# Screening results as filed in PubChem.

# An excerpt, so the mix of outcomes need not match the whole.
